# From PubChem
# HGIII-sPLA2 inh: Inhibits HGIII-sPLA2 liposome hydrolysis, primary screen; AID 743126; QFRET BODIPY PC-A2 liposome hydrolysis, fluorescence; Q9NZ20; actives 0.56% (n = 370,000); inhibition, % at 12.2 µM;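 active = inhibition above mean plus 3 SD of compounds lying within the high and low control bounds, cut at about 19% in these data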;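 also: 0% = median of test compound wells and 100% = no enzyme DMSO wells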
# KLK7 zymogen act: proKLK7 (human) activation, primary screen; activation, % at 7 µM; purified proKLK7, EDANS-DABCYL substrate fluorescence; 100% is mature enzyme control, 0% vehicle; P49862; actives 0.9% (n = 370,000);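 active = activation above the mean of all tested compounds plus 3 SD, computed per campaign excluding outliers beyond control limits, cut at about 13% in these data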
# Target sequence (P49862 whole entry, looked up): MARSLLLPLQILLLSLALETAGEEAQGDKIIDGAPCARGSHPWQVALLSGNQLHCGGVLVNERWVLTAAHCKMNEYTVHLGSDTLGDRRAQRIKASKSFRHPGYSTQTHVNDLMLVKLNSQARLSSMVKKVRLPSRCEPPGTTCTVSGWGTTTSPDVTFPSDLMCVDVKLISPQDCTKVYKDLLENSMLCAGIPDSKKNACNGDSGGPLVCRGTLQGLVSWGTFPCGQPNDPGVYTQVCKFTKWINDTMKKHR
# NPR2 activator: GC-B (human) receptor activation | activation, % at 10 µM | P20594 | AID 1920062 | HEK293-GC-B cells, CNP EC30, cGMP TR-FRET; 0% at EC30 CNP, 100% saturating CNP | actives 0.11% (n = 370,000);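 active = activation at 10 µM reaching about 35% in either raw or pattern-adjusted values, limit read from the data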
# ADAM10 inh: inhibitors of human ADAM10; O14672; recombinant ADAM10, EDANS/DABCYL FRET peptide cleavage, 3 h; inhibition, % at 7 µM; actives 0.62% (n = 370,000);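 active = inhibition above a per-campaign cutoff equal to the mean of compounds falling between control-based bounds plus 3 SD, cut at about 20% in these data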;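 also: 0% = DMSO wells while the 100% control is not disclosed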
# FXN GAA850 act: activators of GAA850 frataxin (FXN) promoter. HEK293 lucGAA850 FXN promoter luciferase reporter, 24 h; percent of 10 µM SAHA response. activation, % at 6 µM. actives 0.56% (n = 360,000). AID 540364;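 active = activation above the average of all compounds screened plus 3 SD, cutoff fixed separately per campaign, cut at about 7.5% in these data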;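 also: 0% = DMSO wells and 100% = 10 µM SAHA wells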
# rCAG binder: molecules binding r(CAG) RNA repeats; r(CAG) RNA repeat, TO-PRO-1 dye displacement fluorescence; inhibition, % at 3 µM; actives 1.3% (n = 370,000); AID 651821;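 active = inhibition above the plate cutoff, the mean of all test compounds on that plate plus 3 SD, cut at about 35% in these data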;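 also: 0% = DMSO alone and 100% = 100 µM mitoxantrone as full dye displacement; higher means more dye released from RNA so lower well fluorescence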
# ASAP1 inh: ASAP1 ArfGAP inhibition; Q9ULH1; ASAP1-stimulated ARF1 GTP hydrolysis, GDP FP detection; inhibition, % at 16.5 µM; actives 0.19% (n = 360,000); in the data active = inhibition above about 25%;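 also: 0% = vehicle with enzyme and substrate and 100% = no enzyme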
# DDE Tn6 FP inh: inhibitors of Tn6 peptide binding to human fibrin DD(E) | P02675 | Fibrin DD(E) TRITC-Tn6 fluorescence polarization displacement | inhibition, % at 8.3 µM | actives 0.21% (n = 370,000) | AID 720509;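 active = inhibition above a per-campaign cutoff: mean of compounds within control limits plus 3 SD, cut at about 15% in these data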;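 also: 0% = median of all compound wells on the plate and 100% = blocking peptide control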
# Target sequence (P02675 whole entry, looked up): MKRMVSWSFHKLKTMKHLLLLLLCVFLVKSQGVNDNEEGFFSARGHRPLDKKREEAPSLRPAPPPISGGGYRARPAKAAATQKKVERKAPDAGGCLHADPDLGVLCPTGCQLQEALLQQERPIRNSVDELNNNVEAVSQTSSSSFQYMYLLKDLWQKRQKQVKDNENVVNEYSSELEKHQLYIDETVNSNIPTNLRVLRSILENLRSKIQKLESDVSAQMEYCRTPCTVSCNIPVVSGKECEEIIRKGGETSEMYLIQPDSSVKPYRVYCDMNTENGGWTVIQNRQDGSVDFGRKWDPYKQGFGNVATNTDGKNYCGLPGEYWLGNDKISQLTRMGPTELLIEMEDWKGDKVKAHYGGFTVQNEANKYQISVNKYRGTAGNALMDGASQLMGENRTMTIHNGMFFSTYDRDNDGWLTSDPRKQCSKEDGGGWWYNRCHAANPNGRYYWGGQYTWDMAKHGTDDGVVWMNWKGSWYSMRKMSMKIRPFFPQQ
# GC-A act: GC-A (human) enzyme activation; P16066; HEK293 GC-A cells, cGMP TR-FRET, EC30 ANP; 0% at EC30 ANP, 100% saturating ANP; activation, % at 10 µM; actives 0.14% (n = 370,000); in the data active = activation above about 40%
# ARFGAP1 inh: inhibits rat ARF GTPase activating protein 1; Q62848; Arfgap1-stimulated ARF1 GTP hydrolysis, GDP FP detection; inhibition, % at 16.5 µM; actives 0.26% (n = 360,000); AID 651572;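 active = inhibition above a per-plate limit, mean inhibition of low control wells plus 3 SD, cut at about 25% in these data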;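 also: 0% = DMSO wells with enzyme and 100% = wells lacking Arfgap1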
# Target sequence (Q62848 1-136 limits assumed): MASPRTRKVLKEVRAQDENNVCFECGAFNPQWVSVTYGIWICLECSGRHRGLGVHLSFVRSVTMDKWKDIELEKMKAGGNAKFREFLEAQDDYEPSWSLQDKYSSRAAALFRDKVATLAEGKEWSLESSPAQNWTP
#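 System: truncated rat Arfgap1 GAP domain / Medium: HEPES-based buffer, pH 7.5 / Also added: N-terminally truncated human ARF1-GTP substrate / Incubation: enzyme reaction 120 min at 25 °C after 20 min preincubation / Measured by: FP of antibody-bound GDP Alexa 633 tracer, ex 620/em 688 nm / Replicates: singlicate, each compound tested once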
# * marks the source's active call; other numbers are inactive results; i = inactive; · = not tested or not shown.
1	COc1ccc(CN2CCc3ccccc3C2)c(OC)c1OC
2	CCC(Sc1nc2ccsc2c(=O)n1Cc1ccc(C(=O)O)cc1)C(=O)Nc1cccc(OC)c1 (stereo not given)
3	CC(C)(C)C(=O)c1c(N)[nH]c(C(=O)c2ccccc2)c1-c1ccc(F)cc1
4	CCOc1ccc(NC(=O)CN(C)C(=O)CCCn2c(=O)oc3ccccc32)cc1OCC
5	CS(=O)(=O)Nc1ccc(C2=NN(S(=O)(=O)c3ccc(F)cc3)C(c3ccco3)C2)cc1 (stereo not given)
6	CN(C1CCCCC1)S(=O)(=O)c1cc2c3c(c1)CCN3C(=O)CC2
7	Cc1c(CC(=O)NCC(=O)NCC(=O)O)c(=O)oc2cc3oc4c(c3cc12)CCCC4
8	COc1ccc2[nH]c(=O)c(CN(Cc3ccco3)C(c3nnnn3Cc3ccccc3)C(C)C)cc2c1 (stereo not given)
Screen / compound no.	1	2	3	4	5	6	7	8
DDE Tn6 FP inh	-6	-1	-4	0	-1	-5	11	7
ADAM10 inh	2	-1	1	-7	-4	-12	-221	-29
FXN GAA850 act	-2.4	0.1	·	-0.1	3.1	-0.1	1.6	4.0
rCAG binder	-6	46*	6	-2	12	-4	11	5
KLK7 zymogen act	0.2	-0.2	0.9	0.2	-0.1	0.5	-12	-1.8
ARFGAP1 inh	1	5	1	7	2	-2	2	2
ASAP1 inh	-2	-17	0	0	3	-7	-15	2
GC-A act	-9	1	-4	1	-6	0	6	-13
NPR2 activator	-1	-2	-12	0	-7	6	5	-6
HGIII-sPLA2 inh	-4	-23	5	5	-20	-1	0	-10

9	COc1ccccc1CNC(=O)CSC1=NCCS1
10	CCc1ccc(NC(=O)CSc2nc3n[nH]c(C)c3c(=N)n2-c2cccc(OC)c2)cc1
11	COc1cc(C)c(Cl)cc1S(=O)(=O)n1ccnc1C
12	O=C(Nc1nnc(-c2ccccc2)s1)c1ccc(F)cc1
13	COc1cc(C(=O)OCC(=O)Nc2ccc(S(=O)(=O)N3CCCC3)cc2)cc(OC)c1OC
14	Nc1nnnn1/N=C/c1ccccc1C(F)(F)F
15	COC(=O)c1sccc1NC(=O)CC1NCCNC1=O (stereo not given)
16	COc1cccc(N(C(=O)CNC(=O)c2ccco2)C(C(=O)NC2CCCC2)c2ccncc2)c1 (stereo not given)
Screen / compound no.	9	10	11	12	13	14	15	16
DDE Tn6 FP inh	3	-6	-1	8	5	2	7	-3
ADAM10 inh	0	-30	-4	-5	-16	-4	-3	-1
FXN GAA850 act	4.5	-4.7	-0.2	4.6	-2.3	-0.3	-0.7	0.5
rCAG binder	-2	8	-2	2	8	1	5	-4
KLK7 zymogen act	0.1	1.0	0.3	0.3	0.1	-0.2	-0.5	0.8
ARFGAP1 inh	6	13	-11	8	7	8	-3	-3
ASAP1 inh	-7	8	-3	3	2	0	-1	5
GC-A act	0	-8	3	5	-2	-8	1	-13
NPR2 activator	0	-8	4	0	0	-8	2	-9
HGIII-sPLA2 inh	-3	-25	6	-3	1	3	-3	-7

17	NC(=O)c1ccc(Oc2ccc3ccc(=O)oc3c2)c([N+](=O)[O-])c1
18	Cn1c(=O)c2c(SCC(=O)Nc3cccc(F)c3)nc(-c3ccco3)nc2n(C)c1=O
19	N#CC1=C(N)Oc2cc(N)ccc2C1c1cc(Br)cs1 (stereo not given)
20	O=C(CNC(=S)N(Cc1ccc(F)cc1)C1CCCCC1)NC1CC1
21	Cc1cc(C)c(OCC(=O)Nc2ccc(NC(=O)c3ccco3)cc2)c([N+](=O)[O-])c1
22	CCC(C)(C)C(=O)O[C@H]1C[C@@H](C)C=C2C=C[C@H](C)[C@H](CC[C@@H]3C[C@@H](O)CC(=O)O3)[C@H]21
23	CCCOC(=O)c1ccc(NC(=O)c2ccccc2OC)cc1
24	COc1ccc(S(=O)(=O)NCCCCCC(=O)O)cc1C(=O)O
Screen / compound no.	17	18	19	20	21	22	23	24
DDE Tn6 FP inh	6	1	-7	2	-10	4	10	-4
ADAM10 inh	-189	-7	-8	0	-9	3	11	-2
FXN GAA850 act	0.7	1.2	-2.3	-0.5	1.2	2.5	2.1	0.2
rCAG binder	8	0	7	-5	4	3	2	3
KLK7 zymogen act	-1.7	0.3	-0.1	0.0	-0.5	0.7	-0.1	-0.4
ARFGAP1 inh	2	-2	19	-2	11	11	4	-2
ASAP1 inh	3	-2	2	-15	8	7	-7	-9
GC-A act	0	-2	19	-1	-2	0	-1	3
NPR2 activator	-5	-1	-4	-4	3	3	-4	2
HGIII-sPLA2 inh	-5	5	9	0	4	-14	-10	7

25	C=CCC(CC=C)(C(N)=O)c1ccccc1
26	O=C(NN1CCOCC1)c1ccc(Br)s1
27	OCC[C@@H]1C[C@@H](O)[C@H](O)[C@@]2(OCCc3ccccc32)O1
28	CCOc1ccc(S(=O)(=O)N(CC(=O)Nc2cc(C)on2)Cc2ccccc2Cl)cc1
29	COc1ccc(NC2CCCN(C(=O)CCC3=NNC(=O)CC3)C2)cc1 (stereo not given)
30	COc1cc(CC(=O)OC2CCOC2=O)cc(OC)c1OC (stereo not given)
31	CCn1c(=O)c2cc(C(=O)NCCN(C)C)sc2c2ccccc21
32	Cc1cnn(-c2ccc3nnc(-c4ccc(Cl)cc4)n3n2)c1
Screen / compound no.	25	26	27	28	29	30	31	32
DDE Tn6 FP inh	2	4	3	-5	6	-5	-4	0
ADAM10 inh	-7	-8	3	29*	-4	-8	i	-7
FXN GAA850 act	-1.2	-0.2	1.4	-4.2	-0.8	-2.6	0.5	0.8
rCAG binder	-2	-2	0	4	-3	-2	8	2
KLK7 zymogen act	0.3	0.4	-0.1	0.9	0.7	0.2	35*	-0.1
ARFGAP1 inh	-5	7	-8	1	7	-1	-3	-2
ASAP1 inh	0	-8	-10	-1	-6	12	5	-6
GC-A act	-3	-3	-1	5	1	3	7	11
NPR2 activator	2	4	0	3	3	-1	1	6
HGIII-sPLA2 inh	-1	1	8	-20	1	-5	-4	7

33	Cn1c(=O)c2[nH]c(CCCCCCCc3nc4ccccc4[nH]3)nc2n(C)c1=O
34	COc1ccc(S(=O)(=O)NCCSCc2ccco2)cc1C
35	Cc1ccc(S(=O)(=O)NCCC(C)C)cc1[N+](=O)[O-]
36	Cc1ccc(CN2CC(C(=O)NCC(=O)Nc3c(C)cccc3C)CC2=O)cc1 (stereo not given)
37	CCc1ccccc1N(C(=O)c1snc(C(N)=O)c1N)C(C(=O)NCC1CCCO1)c1ccc(C)o1 (stereo not given)
38	Clc1ccccc1/C=N/N1CCN(Cc2ccccc2)CC1
39	CC(C)(C)OC(=O)C[C@H]1C/C=C\C[C@H](CC(=O)NCCO)C(=O)N2CCC[C@@H]2COC1=O
40	O=C(CSc1ccccc1)Nc1ccc(N2CCN(c3ccccc3)CC2)c(F)c1
Screen / compound no.	33	34	35	36	37	38	39	40
DDE Tn6 FP inh	1	1	3	1	1	-8	4	1
ADAM10 inh	-10	4	3	2	-433	2	-6	0
FXN GAA850 act	-1.4	-0.2	2.8	-1.2	-1.1	0.9	0.0	-0.6
rCAG binder	-1	11	1	-3	-4	3	-8	1
KLK7 zymogen act	-0.3	-0.1	-0.1	-0.2	6.8	0.2	0.7	-0.1
ARFGAP1 inh	4	-2	2	-11	-9	3	-9	3
ASAP1 inh	-17	6	-5	-16	3	-3	16	1
GC-A act	-2	-3	1	2	-14	2	-1	0
NPR2 activator	-2	-1	-3	0	-2	2	0	-1
HGIII-sPLA2 inh	9	-18	6	1	-1	0	8	2

41	CCOC(=O)CNC(=O)Cn1cnc2sc(C)c(S(=O)(=O)N3CCC(C)CC3)c2c1=O
42	O=C(c1ccc2nc(Cc3ccccc3F)oc2c1)N1CC[C@H](O)C1
43	CCCOc1ccc(CN(CCO)CCO)cc1[N+](=O)[O-]
44	COCC(=O)N(C)C[C@H]1Oc2cc(C#Cc3cccnc3)ccc2S(=O)(=O)N([C@H](C)CO)C[C@H]1C
45	Nc1nc(-c2ccco2)nc(N2CCCCC2)n1
46	Cc1ccc(S(=O)(=O)N2C[C@@H]3CCCC[C@@H]3[C@@H](C)[C@H]2c2cn(Cc3ccccc3)c3ncccc23)cc1
47	O=[N+]([O-])c1ccccc1NCc1ccccc1Cl
48	O=C(CCNC(=O)c1ccccc1Cl)Nc1ccccc1N1CCCC1
Screen / compound no.	41	42	43	44	45	46	47	48
DDE Tn6 FP inh	7	3	3	1	4	5	-1	4
ADAM10 inh	5	5	5	-10	-1	4	4	-1
FXN GAA850 act	-1.4	4.1	1.8	-0.4	3.3	-1.6	0.0	0.1
rCAG binder	-3	1	-5	2	0	3	-2	-2
KLK7 zymogen act	0.9	0.0	-0.4	0.9	-0.8	-0.2	-0.6	0.5
ARFGAP1 inh	-7	-14	0	3	-11	-1	-1	8
ASAP1 inh	4	-1	-4	-1	1	-13	5	-3
GC-A act	-1	3	-1	1	1	1	-5	-3
NPR2 activator	4	10	-2	-1	-1	6	-6	0
HGIII-sPLA2 inh	6	3	7	-6	0	-2	2	5

49	CCCCN(C(=O)C1CC(=O)N(c2ccc(OC)cc2OC)C1)c1c(N)n(CC(C)C)c(=O)[nH]c1=O (stereo not given)
50	CN(C)C(=O)CSc1nnc(-c2ccco2)n1-c1ccccc1
51	Cc1c(N=C2N=C(NC(=O)NC(C)(C)C)c3ccccc32)c(=O)n(-c2ccccc2)n1C
52	CCOC(=O)c1ccc(N2C(=O)CC(N3CCC(O)(c4ccc(Cl)cc4)CC3)C2=O)cc1 (stereo not given)
53	O=C(CN1C(=O)NC2(CCCCC2)C1=O)N1CCN(S(=O)(=O)c2cccc([N+](=O)[O-])c2)CC1
54	COc1cccc(NC(=O)CN(C)C(=O)c2ccc3c(c2)C(=O)N(CCC(C)C)C3=O)c1
55	CC(Cc1ccccc1)N1CCCC1=O (stereo not given)
Screen / compound no.	49	50	51	52	53	54	55
DDE Tn6 FP inh	-2	5	2	3	-6	0	0
ADAM10 inh	-18	-2	-2	9	-3	-6	-4
FXN GAA850 act	1.7	-1.7	1.3	-1.6	-0.9	-0.4	-1.3
rCAG binder	-3	-6	-6	3	1	2	4
KLK7 zymogen act	0.0	0.5	-0.1	1.2	0.2	0.7	0.1
ARFGAP1 inh	5	5	4	-2	0	7	7
ASAP1 inh	-1	6	4	-2	-6	12	4
GC-A act	4	4	84*	2	3	1	-3
NPR2 activator	2	0	1	0	0	2	0
HGIII-sPLA2 inh	2	-1	-3	-6	-1	-8	8
